# Screening data deposited in PubChem by National Center for Advancing Translational Sciences (NCATS).
# TbPYK inhibitor = T. brucei pyruvate kinase inhibition; Q57TT1; TbPYK enzyme, Kinase-Glo Plus ATP luminescence, 45 min; Potency, µM (titrated, usually from 76.8 µM), for the others: at the highest dose activity, negative = inhibition, actives largely listed as inhibitors; 0.12% of 410,000 active; AID 624173; note: potency is the fitted concentration of half-maximal effect; % is set by controls: 0 for no effect and ±100 for the full control effect; nearly all actives have a fitted effect of over 50% in size
#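 Luminescent Kinase-Glo Plus end-point after 45 min room-temperature reaction of T. brucei pyruvate kinase started with 130 uM ADP (final). Buffer TEA 50 mM pH 7.2 with KCl, MgCl2, BSA, Tween-20; titration-based qHTS with fitted concentration-effect curves.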
# HCV inhibitor = HCV inhibition; Huh7.5.1 HCVcc-Cre infection, luciferase reporter, 44 h; Potency, µM (top dose mostly 41.8 µM), for inactives: top-dose activity change, negative = inhibition, actives largely listed as inhibitors; 3.4% of 340,000 active; AID 651820; note: potency is the fitted concentration of half-maximal effect; % is set by controls: 0 for no effect and ±100 for the full control effect
#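 Whole-lifecycle infectious HCVcc-Cre system; cells 1,000/well, compound then virus (~0.5 moi) added 4 h after plating, 44 h culture. Luciferase read 15 sec following 15 min substrate incubation, room temp.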
# Pf growth 48h = P. falciparum growth inhibition at 48 hours (one generation). Potency, µM (highest dose often 28.7 µM), for the others: top-dose activity change, negative = inhibition, usual class: inhibitors. 5.9% of 310,000 active. AID 504832. P. falciparum luciferase growth in erythrocytes, 48 h; note: potency is the fitted concentration of half-maximal effect; % is set by controls: 0 for no effect and ±100 for the full control effect
#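 Read-out is firefly luciferase luminescence from an integrated reporter in P. falciparum, so falling signal marks reduced parasite growth. Infected erythrocytes were at 2% hematocrit and 0.1% parasitemia (final) in Albumax-supplemented RPMI 1640.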
# Pf growth 96h = P. falciparum growth inhibition at 96 hours; AID 504834; Potency, µM (highest dose often 28.7 µM), for inactives: at the top dose activity change, negative = inhibition, most hits filed as inhibitors; P. falciparum luciferase reporter growth, 96 h; 6.9% of 320,000 active; note: potency is the fitted concentration of half-maximal effect; % is set by controls: 0 for no effect and ±100 for the full control effect
#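 Compounds incubated with erythrocytes infected by luciferase-expressing P. falciparum (2% hematocrit, 0.05% parasitemia final) for 96 hours, 37 C in 5% CO2. Growth inhibition scored as decreased luciferase luminescence.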
# Cycloheximide cs = affects cycloheximide protein synthesis inhibition readout, counter-screen. cell reporter, cycloheximide protein synthesis inhibition counterscreen. max response, %. 12% of 300,000 active. AID 2314; in the data active = max response mostly above about 13%, no sharp cut-off; inactive = mostly below about 14%; note: read at 38.3 µM for the half of the compounds with a filed dose; 0% is about no effect
# Shiga toxin inh = inhibitors of Shiga toxin in Vero cells. inhibition, % at 38.7 µM. Vero cells, Shiga toxin protein synthesis inhibition reporter. AID 2315. 9.2% of 290,000 active; in the data active = inhibition mostly above about 28%, no sharp cut-off; inactive = mostly below about 43%; note: 0% is about no effect
# LmPK inhibitor = blocks Leishmania mexicana pyruvate kinase activity | Q27686 | purified LmPK, Kinase-Glo ATP luminescence, 1 h | Potency, µM (titrated, usually from 57.5 µM), for the others: top-dose activity change, negative = inhibition, hits mostly inhibitors | 0.37% of 290,000 active; note: potency is the fitted concentration of half-maximal effect; % is set by controls: 0 for no effect and ±100 for the full control effect
# Target sequence (Q27686 whole entry, looked up): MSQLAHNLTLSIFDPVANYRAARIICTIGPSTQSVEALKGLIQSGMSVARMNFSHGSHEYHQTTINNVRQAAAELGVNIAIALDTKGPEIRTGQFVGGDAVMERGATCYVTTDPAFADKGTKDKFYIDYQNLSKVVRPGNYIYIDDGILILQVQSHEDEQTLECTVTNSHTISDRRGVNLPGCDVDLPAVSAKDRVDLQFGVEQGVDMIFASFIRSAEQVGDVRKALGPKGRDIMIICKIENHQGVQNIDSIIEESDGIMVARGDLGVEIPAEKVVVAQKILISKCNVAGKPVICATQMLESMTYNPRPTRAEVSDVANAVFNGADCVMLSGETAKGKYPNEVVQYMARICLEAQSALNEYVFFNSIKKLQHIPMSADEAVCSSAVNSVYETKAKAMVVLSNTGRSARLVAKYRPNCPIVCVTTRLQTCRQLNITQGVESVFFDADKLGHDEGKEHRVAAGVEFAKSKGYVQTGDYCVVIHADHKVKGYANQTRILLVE
#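 In 50 mM imidazole pH 7.2 with 7 mM MgCl2, LmPK (0.1 nM) turned over PEP (0.5 mM) and ADP (0.1 mM) for 1 h at room temperature. Luciferase read-out of ATP.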
# Numbers without * were called inactive; i = inactive; ? = inconclusive; nt = not tested or not shown; & = joins results of further samples; [ ] = another dose, or the depositor's remark. Unless noted, calls come from the whole dose curve; as a rule, active = well fitted curve in the direction sought with a large enough effect; inconclusive = small, poorly fitted or top-dose-only effect, or another doubt; inactive = no such curve, though single readings can be large; an effect the other way counts as inactive or inconclusive. Hits appear at their usual frequency. Share with any hit: about 24%.
# Every second line gives: TbPYK inhibitor, HCV inhibitor, Pf growth 48h, Pf growth 96h, Cycloheximide cs, Shiga toxin inh, LmPK inhibitor
- NS(=O)(=O)c1ccc(NC(=O)C2Cc3ccccc3CN2C(=O)c2ccco2)cc1 (stereo unspecified)
  -12%, 6%, -3%, -26%, -6, 15, -1%
- Cc1cccc(NC(=O)c2ccc(C3SCC(=O)N3CCc3ccccc3)cc2)c1 (stereo unspecified)
  1%, ?, ?, 3%, 0, -11, -1%
- CCOC(=O)Cn1nnnc1C(CC)N(Cc1cc2c(C)cc(C)cc2[nH]c1=O)C1CCCC1 (stereo unspecified)
  nt, nt, 37%[activator], 26%, -3, 1, 0%
- Cc1cc(COc2ccccc2OCCN2CCN(C)CC2)no1
  2%, 17%, 2%, 3%, -2, -9, -2%
- COc1cccc(N2C(=O)N(c3ccccc3)C3CS(=O)(=O)CC32)c1 (stereo unspecified)
  2%, 22%, -3%, 48%[activator], -3, -24, 0%
- COCCCn1c(-c2cccs2)nc2nc3ccccc3nc21
  0%, -3%, 2%, ?, 9, 15, -2%
- CC1C(=O)N2CCCc3cc(S(=O)(=O)Nc4ccccc4C(N)=O)cc1c32 (stereo unspecified)
  2%, 6%, ?, 0%, nt, nt, nt
- COc1ccc(C(=O)NCCS(=O)(=O)NCC2CCCO2)cc1 (stereo unspecified)
  3%, -2%, 5%, ?, nt, nt, nt
- C[C@]12C(=O)N(c3ccc(C(F)(F)F)cc3)C(=O)N1[C@@H]1c3ccccc3OC[C@@H]1[C@H]2c1ccccc1
  0%, ?, ?, ?, 0, -8, 0%
- O=C(COC(=O)c1ccc(S(=O)(=O)NCc2ccco2)cc1)NCCC1=CCCCC1
  -3%, 3%, -4%, nt, -1, -40, 6%
- COc1cc(S(=O)(=O)N2CCN3CCCC3C2)ccc1-n1cnnn1 (stereo unspecified)
  7%, 14%, 8%, nt, -10, 48, 2%
- CO[C@H]1[C@@H]2C=CO[C@@H](O[C@H]3O[C@@H](CO)[C@H](O)[C@@H](O)[C@@H]3O)[C@@H]2[C@@]2(CO)O[C@@H]12
  -6%, 14%, 30%, 36%[activator], nt, nt, nt
- O=C(N[C@@H](Cc1ccccc1)C(=O)N1CCC2(CC1)NCCc1[nH]cnc12)c1cccc(Br)c1
  -5%, ?, ?, ?, 9, -5, 3%
- O=C(C[n+]1cc(-c2ccc(Br)cc2)n2c1CCCCC2)c1ccccc1
  2%, -1%, 1.7µM*, ?, -3, -12, 0%
- Cn1ncc2c(Nc3ccc(Cl)cc3)ncnc21
  -1%, 11%, 47%[activator], 46%[activator], 32*, 16, 6%
- Cc1ccc2c(c1)c1c3n2CCN(CC#N)C3CCC1 (stereo unspecified)
  2%, -8%, ?, ?, -1, -2, -7%
- O=C(O)CCn1c(C2CCCCC2)nc2ccccc21
  3%, 10%, 1%, nt, -2, -10, 0%
- COc1cc(/C=C/C(=O)Nc2nnc(C(C)(C)C)s2)cc(OC)c1OC
  -24%, -23%, ?, 153%[activator], -2, -33, 0%
- CCn1c(SCC(=O)Nc2ccc(OC)c(OC)c2)nnc1-c1cnccn1
  1%, 7%, 13%, -14%, 0, -8, 9%
- CC(C)OCCCNC(=O)C1CC(=O)N(CCc2ccc(F)cc2)C1 (stereo unspecified)
  1%, 11%, 0%, ?, -2, -12, -6%
- COc1ccc(-c2csc(NC(=O)CCn3cnc4ccccc4c3=O)n2)cc1OC
  -4%, ?, ?, ?, 0, -2, -6%
- COc1cccc(NC(=O)CN(C)CC(=O)Nc2ccc3c(c2)CCC3)c1
  14%, -4%, -16%, 17%, 5, -10, 3%
- CN(C(=O)c1ccc(S(=O)(=O)c2cccc(Cl)c2)c([N+](=O)[O-])c1)C1CCCCC1
  -6%, ?, -2%, ?, -8, -14, 0%
- COC(=O)[C@@]1(Cc2ccc(F)cc2)[C@H]2c3cc(C(=O)N(C)C)n(CCc4ccc(OC)c(Br)c4)c3C[C@H]2CN1C(=O)c1ccccc1
  -4%, 0%[8.37 µM], ?, 5.9µM*, -1, -13, 2%
- CNc1ccc(C(=O)OCC(=O)NCc2ccc3c(c2)OCO3)cc1[N+](=O)[O-]
  0%, 0%, -9%, -7%, nt, nt, nt
- CCOC(=O)c1[nH]c2c(c1C)C(=O)CC(c1ccc(OC)c(OC)c1)C2 (stereo unspecified)
  -2%, ?, ?, 42%[activator], -3, -22, -2%
- CCN(CC(=O)Nc1ccc(OC)cc1)C(=O)C1CCN(C(=O)c2ccc(Cl)cc2)CC1
  1%, 0%, ?, ?, nt, nt, nt
- CCCCn1c(=O)c2c(O)cc(=O)oc2c2ccccc21
  5%, 8%, 42%[activator], ?, 1, 7, -1%
- Cc1ccccc1CS(=O)(=O)c1nnc([C@H](Cc2ccccc2)NC(=O)OC(C)(C)C)o1
  -5%, 4%, nt, ?, 40*, 20, -1%
- CCCCC(CC)CNS(=O)(=O)c1ccc2c(c1)CCN2C(=O)CCC(=O)O (stereo unspecified)
  12%, 13%, 0%, 39%[activator], 4, 9, 12%
- CCCCn1c(=O)c(-c2ccccc2)c(O)c2ccccc21
  -2%, 0%, 10%, nt, -5, -5, 6%
- Cc1ccc(OCCC(=O)OCC(=O)c2c(N)n(C)c(=O)n(C)c2=O)cc1
  -2%, 4%, 8%, ?, nt, nt, nt
- CCOC(=O)C1=C(O)C(Nc2nccs2)(C(F)(F)F)N=C1C (stereo unspecified)
  -12%, 18%, -5%, ?, -3, -5, -3%
- COc1ccc(S(=O)(=O)N2CCN(C(=O)CCC3CCCC3)CC2)cc1
  -6%, -14%, -23%, nt, -3, -5, -10%
- COC(=O)c1ccc(/C=C/C(=O)O)cc1
  3%, 13%, 34%[activator], 84%, -1, -1, -8%
- O=C(NCc1ccccc1Cl)C1=CC=CN2CCS(=O)(=O)N=C12
  2%, 7%, -9%, -17%, nt, nt, nt
- CN1C(=O)NC(NS(=O)(=O)c2ccc(N)cc2)(C(F)(F)F)C1=O (stereo unspecified)
  4%, 16%, i, ?, -8, 21, 1%
- CCCCN(C)C(=O)C1CCN(Cc2cccnc2)CC1
  14%, 14%, 2%, 6%, -1, -15, -4%
- CC(C)(C)CC(C)(C)NC(=S)NC1CCN(Cc2ccccc2)CC1
  -12%, ?, ?, ?, -4, -5, 0%
- COc1ccccc1/C=C/CN1CCCC(CCC(=O)NCc2ccccc2F)C1 (stereo unspecified)
  -6%, -13%, ?, ?, -1, -17, 9%
- CCc1ccc(NC(=O)Cn2ncc3c4ccccc4n(C)c3c2=O)cc1
  2%&2%, 12%, 46%[activator], 30%[activator], -1, -9, 4%
- CC(=O)OCCNc1cc(N2CCN(C)CC2)c2noc3c2c1C(=O)c1ccccc1-3
  ?, -11%&2%, ?, 31%[activator], 0, -2, -23%
- COc1ccc(-c2nnc(CSc3nc4ccccc4c(=O)n3C)o2)cc1OC
  -2%, -11%, -11%, ?, -5, -33, 6%
- O=C(O)c1ccc(O)c2ncccc12
  4%, nt, ?, ?, nt, nt, nt
- CCN(CC)CCCn1c2c(c(SCC(=O)Nc3ccc4c(c3)OCO4)nc1=O)CCC2
  -10%, ?, ?, ?, nt, nt, nt
- Cc1cc(NC(=O)CSc2nc3ccccc3c(=O)n2Cc2ccc(F)cc2)no1
  -6%, ?, ?, 12µM*, -5, -5, 2%
- N#CC(c1cccc(C(F)(F)F)c1)(c1ncc(C(F)(F)F)cc1Cl)N1CCOCC1 (stereo unspecified)
  4%, 8%, ?, ?, -2, -7, 1%
- O=C(O)C1Nc2c(Cl)cc(Cl)cc2C2C=CCC12 (stereo unspecified)
  -28%, 3%, 14%, ?, -3, -15, -2%
- CC1CCN(C(=O)CN(c2ccc(Cl)c(C(F)(F)F)c2)S(C)(=O)=O)CC1
  2%, 14%, nt, 3%, -3, -8, 2%
- CC(=O)c1ccc(OCCNS(=O)(=O)c2ccc(-n3cnnn3)cc2)cc1
  1%, -10%, -27%, -28%, -4, -4, 6%
- COc1ccc(NC(=O)c2nn(C)cc2[N+](=O)[O-])cc1
  -4%, 0%, 120%[activator], 0%, 15*, 35, -16%
- COC(=O)c1ccc(S(=O)(=O)c2ccc(C(=O)OC)s2)s1
  11%, 2%, 39%[activator], 72%[activator], -3, -4, 2%
- CCN(CC)c1ccc(NC(=O)c2cc(OC)cc(OC)c2)c(C)c1
  -15%, ?, ?, 1%, -2, -10, 1%
- Oc1ccc(Br)cc1C=Nc1ccc2[nH]ncc2c1
  3%, 12%, -10%, ?, -3, -11, 3%
- Cc1nc(C)c(-c2ccc(SCC(=O)Nc3ccc(C)c(Cl)c3)nn2)s1
  -2%, -20%, 16%, -30%, 11, -4, -1%
- O=C(NCCCn1ccnc1)C(=O)NCC1OCCCN1S(=O)(=O)c1ccc(F)cc1 (stereo unspecified)
  1%, 10%, ?, 3%, -1, 15, -10%

# Reformatted as tab-separated lines: 13 of the compounds above
structure	TbPYK inhibitor	HCV inhibitor	Pf growth 48h	Pf growth 96h	Cycloheximide cs	Shiga toxin inh	LmPK inhibitor
O=C(O)c1ccc(O)c2ncccc12	4%	nt	?	?	nt	nt	nt
CCN(CC)CCCn1c2c(c(SCC(=O)Nc3ccc4c(c3)OCO4)nc1=O)CCC2	-10%	?	?	?	nt	nt	nt
Cc1cc(NC(=O)CSc2nc3ccccc3c(=O)n2Cc2ccc(F)cc2)no1	-6%	?	?	12µM*	-5	-5	2%
N#CC(c1cccc(C(F)(F)F)c1)(c1ncc(C(F)(F)F)cc1Cl)N1CCOCC1 (stereo unspecified)	4%	8%	?	?	-2	-7	1%
O=C(O)C1Nc2c(Cl)cc(Cl)cc2C2C=CCC12 (stereo unspecified)	-28%	3%	14%	?	-3	-15	-2%
CC1CCN(C(=O)CN(c2ccc(Cl)c(C(F)(F)F)c2)S(C)(=O)=O)CC1	2%	14%	nt	3%	-3	-8	2%
CC(=O)c1ccc(OCCNS(=O)(=O)c2ccc(-n3cnnn3)cc2)cc1	1%	-10%	-27%	-28%	-4	-4	6%
COc1ccc(NC(=O)c2nn(C)cc2[N+](=O)[O-])cc1	-4%	0%	120%[activator]	0%	15*	35	-16%
COC(=O)c1ccc(S(=O)(=O)c2ccc(C(=O)OC)s2)s1	11%	2%	39%[activator]	72%[activator]	-3	-4	2%
CCN(CC)c1ccc(NC(=O)c2cc(OC)cc(OC)c2)c(C)c1	-15%	?	?	1%	-2	-10	1%
Oc1ccc(Br)cc1C=Nc1ccc2[nH]ncc2c1	3%	12%	-10%	?	-3	-11	3%
Cc1nc(C)c(-c2ccc(SCC(=O)Nc3ccc(C)c(Cl)c3)nn2)s1	-2%	-20%	16%	-30%	11	-4	-1%
O=C(NCCCn1ccnc1)C(=O)NCC1OCCCN1S(=O)(=O)c1ccc(F)cc1 (stereo unspecified)	1%	10%	?	3%	-1	15	-10%
